# Screening results: PubChem BioAssay, Sanford-Burnham Center for Chemical Genomics
# VHR inh color: VHR1 phosphatase inhibitors, primary screen, biochemical, colorimetric, HTS; recombinant VHR phosphatase, colorimetric substrate read-out; inhibition, % at 20 µM; Dual specificity protein phosphatase 3 (Homo sapiens), P51452; hit rate 0.7% among 50,000; in the data active = inhibition above about 60%; also: some results filed as inactive read as strong as hits
# Target sequence (P51452 whole entry, looked up): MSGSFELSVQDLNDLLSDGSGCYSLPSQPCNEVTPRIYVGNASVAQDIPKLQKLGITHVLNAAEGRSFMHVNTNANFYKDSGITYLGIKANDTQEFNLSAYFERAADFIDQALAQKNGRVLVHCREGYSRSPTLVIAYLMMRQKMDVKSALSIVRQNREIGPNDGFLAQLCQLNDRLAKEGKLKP
# * hit, by the source's call. A portion of the library. The share of hits here may be higher or lower than overall.
Structure | VHR inh color
CN(C)/C=C1/C(=O)N(c2nc3ccccc3s2)N=C1C(F)(F)F | -14
N#C/C(=C/c1cccc(Cl)c1)C(=O)Nc1cccc(Br)c1 | -14
COc1cc(C(=O)Nc2nc3ccc4ccccc4c3s2)cc(OC)c1OC | -36
Cc1ccc(N2C(=O)c3ccc(C(=O)Nc4cccc(C)c4C)cc3C2=O)c(C)c1 | -4
CCCC1CCc2c(sc(NC(=O)/C=C\C(=O)O)c2C(N)=O)C1 (centres undefined) | -9
COc1ccc(S(=O)(=O)N(CC(=O)N2CCOCC2)c2ccc(C)cc2)cc1OC | -14
CC(C)c1ccc(NC(=O)c2cnn(-c3ccccc3)c2NC(=O)c2ccco2)cc1 | 4
O=C(Nc1c[nH]c(=O)[nH]c1=O)c1ccc2c(c1)C(=O)N(c1ccc([N+](=O)[O-])cc1)C2=O | 42
O=S(=O)(c1ccc2ccccc2c1)N1CCc2ccccc21 | -3
COc1ccc(NC(=O)c2cccc([N+](=O)[O-])c2C)cc1OC | -2
CCOC(=O)C1=C(O)/C(=C/c2ccc([N+](=O)[O-])cc2)SC1=Nc1cccc2ccccc12 | -17
C=CCN1C(=O)/C(=c2\sc3n(c2=O)C(c2ccc(OC)c(OC)c2)C(C(=O)OC)=C(C)N=3)c2ccccc21 (centres undefined) | -2
S=C(Nc1cccc(Cl)c1)N1CCOCC1 | 9
NC(=O)COc1ccc(/C=c2/sc3n(c2=O)CCCN=3)cc1 | 2
Cc1ccc(-c2nc3cc(Cl)ccc3o2)cc1NC(=O)c1ccc(-c2ccc([N+](=O)[O-])cc2)o1 | -6
CCOc1cc(/C=C2/SC(=S)N(C)C2=O)ccc1OCc1cccc2ccccc12 | 9
CC1=CC(C)(C)N(C(=O)Nc2ccccc2)c2c(C)cc(C)cc21 | -1
CC1=C(C(=O)Nc2ccc(Cl)cc2)Sc2ccccc2N1 | -11
CCc1cccc(NC2(c3ccccc3)C(=O)c3ccccc3C2=O)c1 | -3
CCc1cccc(C)c1NC(=O)c1c(-c2ccccc2)noc1C | -30
Cc1c(NC(=O)/C=C/c2ccc(Br)cc2)c(=O)n(-c2ccccc2)n1C | 6
CCOC(=O)C1=C(O)/C(=C/N(C)C)SC1=Nc1ccc([N+](=O)[O-])cc1 | -7
COc1ccc2nc(NS(=O)(=O)c3ccc(Cl)cc3)c(Nc3ccc4[nH]c(=O)[nH]c4c3)nc2c1 | -2
COC1C(C)=CC(=O)N1Cc1ccccc1 (centres undefined) | -17
CC1=C(C(=O)OCC2CCCO2)C(c2c(F)cccc2Cl)C2=C(CC(C)(C)CC2=O)N1 (centres undefined) | -12
Cc1ccccc1N/C=C\C(=O)c1ccc([N+](=O)[O-])cc1 | 0
C/C(=N\Nc1nc(-c2ccc(C)cc2)nc2ccccc12)c1ccc([N+](=O)[O-])cc1 | -28
O=[N+]([O-])c1ccc2c(c1)c1ccccc1n2CO | -7
O=C1CC(c2ccccc2)c2c(ccc3ccccc23)O1 (centres undefined) | -48
COC(=O)c1ccc(C(=O)OC)c(NC(=O)Cc2ccccc2[N+](=O)[O-])c1 | -11
CCOC(=O)c1c(C)sc(Sc2ccc(Cl)cc2[N+](=O)[O-])c1OC | 5
CC(=O)Oc1ccc(Br)cc1/C=C1\SC(=S)NC1=O | 2
COc1ccc(/C=C2/SC(=O)N(c3ccccc3)C2=O)c(OC)c1 | 3
N#Cc1c(N)sc2c1CCN(Cc1ccccc1)C2 | 102*
COc1ccc(/C=C(/c2ccccc2)c2nc3ccccc3[nH]2)cc1 | 30
COc1ccccc1NC(=O)C1CC2c3ccccc3C1c1ccccc12 (centres undefined) | 4
COCCNC(=O)C(=O)Nc1cc(OC)ccc1OC | -16
COc1ccc(C2Nc3ccccc3C(=O)N2Cc2ccco2)cc1Cn1nc(C)c([N+](=O)[O-])c1C (centres undefined) | -7
Cc1ccc(C(=O)Nc2ccc(C(N)=O)cc2)cc1C | -1
COc1ccc(-c2cc(C(=O)Nc3cc([N+](=O)[O-])ccc3Cl)c3ccccc3n2)cc1OC | 0
Cc1ccc(NC(=O)CCC(=O)NCCO)cc1 | 6
FC(F)(F)c1cccc(-c2nnc3ccc4ccccc4n23)c1 | -1
O=C(/C=C/c1ccco1)Nc1ncc(Cc2cccc(Cl)c2)s1 | -4
O=C(O)C1C2C=CC(C2)C1C(=O)NCCC1=CCCCC1 (centres undefined) | 26
Cn1cccc1/C=C(\C(=O)c1ccccc1)c1nc2ccccc2[nH]1 | 9
COc1ccc(Nc2nc(NCc3ccco3)nc(N/N=C/c3ccc(O)cc3)n2)cc1 | -14
CC(=O)C1=C(O)C(=O)N(CCN2CCNCC2)C1c1ccccc1Cl (centres undefined) | 10
O=C(O)c1ccccc1Sc1ccccc1C(=O)O | 7
Cc1cccc2c1N(C(=O)CN1C(=O)CCC1=O)C(C)(C)c1ssc(=S)c1-2 | 2
Cc1ccc(S(=O)(=O)Oc2cccc(/C=c3/sc4nc5ccccc5n4c3=O)c2)cc1 | 0

# Later entries.
Structure | VHR inh color
CCN(CC)c1ccc(/C=C2/SC(=O)N(CNc3ccc(F)cc3)C2=O)cc1 | -21
COc1ccccc1NC(=O)C(=O)NCc1ccccc1 | -5
N#C/C(=N\Nc1ccccc1F)c1nc(-c2ccccc2)cs1 | -13
CCOc1ccc2nc(SCC(=O)C(C)(C)C)[nH]c2c1 | -25
Cc1ccc(C(=O)Oc2cccc(C3C4=C(Nc5c3c(=O)n(C)c(=O)n5C)c3ccccc3C4=O)c2)cc1 (centres undefined) | -9
O=C1OC(c2ccccc2)=N/C1=C\c1c(Cl)cccc1Cl | 7
O=C(N=C1SCC(=O)N1c1ccccc1Cl)c1ccco1 | -5
O=C(NCCCN1CCOCC1)c1nn2c(C(F)(F)F)cc(-c3cccs3)nc2c1Br | -43
COc1ccc(S(=O)(=O)N2CCN(Cc3ccco3)CC2)cc1 | 3
O=C(c1cc(-c2cccc(Br)c2)nc2ccccc12)N1CCCCCC1 | -9

# Reprinted from the part before: six compounds, then new ones.
Compound	VHR inh color
Cc1ccc(C(=O)Oc2cccc(C3C4=C(Nc5c3c(=O)n(C)c(=O)n5C)c3ccccc3C4=O)c2)cc1 (centres undefined)	-9
O=C1OC(c2ccccc2)=N/C1=C\c1c(Cl)cccc1Cl	7
O=C(N=C1SCC(=O)N1c1ccccc1Cl)c1ccco1	-5
O=C(NCCCN1CCOCC1)c1nn2c(C(F)(F)F)cc(-c3cccs3)nc2c1Br	-43
COc1ccc(S(=O)(=O)N2CCN(Cc3ccco3)CC2)cc1	3
O=C(c1cc(-c2cccc(Br)c2)nc2ccccc12)N1CCCCCC1	-9
COc1ccccc1N1CCN(/N=C2/C(=O)Nc3ccccc32)CC1	11
Cc1cc(C=C2C(=O)NC(=O)NC2=O)c(C)n1-c1cccnc1	-14
COc1cc(F)ccc1S(=O)(=O)N1CCN(c2ccccc2)CC1	-10
Cc1ccc(N2C(=O)C(Cl)=C(NCc3ccccc3)C2=O)c(C)c1	-8
CCN1C(=O)/C(=C\c2ccc(Cl)c([N+](=O)[O-])c2)SC1=S	15
CCOc1ccccc1NC(=O)CN(c1cc(OC)ccc1OC)S(C)(=O)=O	2
O=C(COC(=O)c1ccccc1C(F)(F)F)c1ccc(Cl)cc1	-12
Cc1ccc(NCC(=O)N/N=C\c2cccc(O)c2)cc1	-3

# Pulled by compound from the list above, 2 records:
Compound	VHR inh color
CCOc1ccccc1NC(=O)CN(c1cc(OC)ccc1OC)S(C)(=O)=O	2
Cc1ccc(NCC(=O)N/N=C\c2cccc(O)c2)cc1	-3

# The listing continues:
Compound	VHR inh color
COc1ccc(-c2noc(-c3ccco3)n2)cc1OC	-1
COC(=O)CSc1nc(N)c2c3c(sc2n1)CCC3	10
CCc1ccc(NC2=C(Cl)C(=O)N(c3ccc(Br)cc3)C2=O)cc1	-11
CC(=O)c1ccc(NC(=S)NC(NC(=O)c2ccc(Br)cc2)C(Cl)(Cl)Cl)cc1 (centres undefined)	-11
O=C(COc1ccc2cc(Br)ccc2c1Br)NCc1ccccc1	-32
CCC1CCc2c(sc(NC(=O)c3c(Cl)cccc3Cl)c2C(N)=O)C1 (centres undefined)	4
COC(=O)c1ccccc1NC(=O)COc1ccc(Cl)cc1C	36
Cc1nc2ccccc2n1CCOc1ccc(F)cc1	-4
O=c1c(-c2ccc(Cl)cc2)coc2c(CN3CCCCC3)c(O)ccc12	0
COc1ccc(C2/C(=C(/O)c3ccc(Br)cc3)C(=O)C(=O)N2CCc2ccccc2)cc1OC (centres undefined)	3
O=C1C(=O)N(c2cccnc2)C(c2ccc3c(c2)OCO3)/C1=C(\O)c1ccccc1 (centres undefined)	12
CCOc1cc(/C=C/c2[nH]c(=O)[nH]c(=O)c2[N+](=O)[O-])ccc1O	-16
COC(=O)CN(c1ccc(C)cc1)S(=O)(=O)c1ccccc1	0
COc1ccccc1C(=O)O/N=C1/CCCc2c1ccc(OC)c2[N+](=O)[O-]	-11
CC(C)NC(=O)COc1ccc(/C=N/NS(=O)(=O)c2ccccc2)cc1	-1
CCc1ccc(OCC(=O)Nc2ccc(-c3nc4ccccc4s3)c(O)c2)cc1	21
COc1ccc(Cl)cc1NS(=O)(=O)c1ccc(F)cc1	-23
O=Cc1ccc2c3c(onc13)-c1ccccc1C2=O	-7
COc1cccc(NC(=O)C(=O)NCc2ccccn2)c1	-14
O=C(/C=C/c1ccc(F)cc1)N1CCN(c2cccc(Cl)c2)CC1	-42
O=C1N/C(=N/N=C/c2cccs2)SC1Cc1ccc(F)cc1 (centres undefined)	-3
Cc1cccc(NC(=O)C(=O)NCCC(C)C)c1	-25
COc1ccc(C2(CNC(=O)C(c3ccccc3)c3ccccc3)CCOCC2)cc1OC	-11
Oc1ccccc1C=Nc1ccccc1N=Cc1c(O)ccc2ccccc12	-1
Cc1ccc(C)c(COc2cc3oc(=O)c4c(c3cc2Cl)CCC4)c1	2
Cn1c(N2C(=O)CC(Cc3ccccc3)C2=O)nc2ccccc21 (centres undefined)	-5
COc1ccc(CNS(=O)(=O)c2ccc(NC(C)=O)cc2)cc1	1
CCOC(=O)c1c(C)nc(C)nc1NC(=O)c1ccccc1	-10
Brc1ccc(/C=N/N2CCN(c3ccccc3)CC2)s1	-14
CCc1cccc(NC(=O)c2ccc(Br)o2)c1	15
CCC(=O)Nc1ccc(N2CCN(C(C)=O)CC2)cc1	-6
COc1ccc(/C=C2\C(=O)NC(=S)N(c3cccc(Br)c3)C2=O)c(OC)c1	92
Cc1cc(=O)[nH]c(SC(C(=O)c2ccccc2)c2ccccc2)n1 (centres undefined)	-13
CC(NS(=O)(=O)N(C)C)c1ccc(-c2ccccc2)cc1 (centres undefined)	-1
N#CCCOCc1cccc2ccccc12	-19
COc1ccccc1/C=C1/SC(=O)N(CNc2cccc([N+](=O)[O-])c2)C1=O	12
O=C1N/C(=N/N=C/c2ccco2)SC1Cc1ccc(Cl)cc1Cl (centres undefined)	-10
Cc1nc(SCC(=O)C2CC2)c(C#N)c(C)c1C	8
Brc1ccc2ncnc(NCCc3ccccc3)c2c1	-17
O=C(/C=C/Nc1cccc(Cl)c1Cl)c1ccccc1	-13
Brc1cccc(/C=N\N2CCN(c3ccccc3)CC2)c1	-6
CC(=O)Nc1ccc(S(=O)(=O)NC(CC(=O)O)c2ccccc2)cc1 (centres undefined)	-10
CC(=O)c1cccc(NC(=O)/C(=C/c2ccc(Br)cc2)NC(=O)c2ccccc2)c1	-8
CC(=O)OC1CCC2(C)C(=CCC3C4C/C(=C\c5ccc([N+](=O)[O-])cc5)C(=O)C4(C)CCC32)C1 (centres undefined)	-20
C=CCn1c(SCC(=O)c2ccccc2)nc(O)cc1=O	-13
CC(C)(C)c1ccc(S(=O)(=O)Nc2ccc(O)c(Cl)c2)cc1	-8
CN1CN(Cc2ccccc2)CN/C1=N/[N+](=O)[O-]	-6
O=C1c2ccccc2NC(c2c(Cl)cccc2Cl)N1Cc1ccccc1 (centres undefined)	5
CCN1C(=O)/C(=C\c2ccc(OC(=O)c3cccs3)c(OC)c2)SC1=S	6
COC(=O)c1ccc(C(=O)OC)c(NC(=O)c2ccc(C)c([N+](=O)[O-])c2)c1	-6
C=CCN(CC=C)C(=O)c1cc(Cl)ccc1[N+](=O)[O-]	18
COc1ccccc1NC(=O)CSc1ccc(Cl)cc1Cl	-2
COc1ccc2nc(SCC(=O)NCc3ccccc3)[nH]c2c1	-20
O=[N+]([O-])c1cnc(Nc2cccc3nsnc23)c([N+](=O)[O-])c1	20
CCC(C(=O)Nc1cc(C(=O)OC)ccc1C(=O)OC)c1ccccc1 (centres undefined)	-18
O=C(Cc1nc2ccccc2[nH]c1=O)Nc1cccc(C(F)(F)F)c1	20

# Following part
Compound	VHR inh color
O=C(NC(=S)Nc1ccc(N2CCOCC2)cc1)c1ccco1	-2
O=C(COc1ccccc1Cl)Nc1cccc(NC(=O)c2cccc(Cl)c2)c1	-4
O=C1CSC(c2cn(-c3ccccc3)nc2-c2ccc(Cl)cc2)N1Cc1ccccc1 (centres undefined)	25
O=C(Nc1cccc2ccccc12)C1CC2CCC1C2 (centres undefined)	0
C=CCn1cc(C)c(=O)n(CC=C)c1=O	-20
O=C1N/C(=N\N=C\c2ccccc2)S/C1=C\c1ccccc1	-9
COCCCNC(=O)CN(c1ccc(C)c(Cl)c1)S(C)(=O)=O	-22
CCOc1ccccc1C1CC(=O)NC(SC)=C1C#N (centres undefined)	13
Cc1cccc(OCC(=O)Nc2ccc3c(c2)-c2ccccc2C3)c1	-16

# Four compounds out of the list, sorted by heavy-atom count, rising:
Compound	VHR inh color
CCOc1ccccc1C1CC(=O)NC(SC)=C1C#N (centres undefined)	13
O=C1N/C(=N\N=C\c2ccccc2)S/C1=C\c1ccccc1	-9
O=C(NC(=S)Nc1ccc(N2CCOCC2)cc1)c1ccco1	-2
O=C1CSC(c2cn(-c3ccccc3)nc2-c2ccc(Cl)cc2)N1Cc1ccccc1 (centres undefined)	25
